# Myeloid diff MLP – myeloid differentiation induction; 1% of 360,000 active; ER-HoxA9 myeloid progenitors, lysozyme-GFP differentiation, flow cytometry; calls only at 10 µM;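 active = normalized GFP-positive differentiation at or above the plate's own cutoff, the solvent-only control mean plus 3 SD; inconclusive = no clear call, values can overlap the other calls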;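 also: cells exposed to compound for four days before flow analysis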
# LYP inhibition – PTPN22 lymphoid phosphatase activity blockers – biochemical, fluorescence intensity, uHTS (AID 1779); recombinant LYP phosphatase, fluorescence intensity; higher % means a stronger effect; inhibition, % at 11.5 µM; hits with a dose series show IC50 in µM; 0.054% of 290,000 active; in the data active = inhibition above about 50%;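 also: plate controls were vehicle with enzyme for no effect and no enzyme for full effect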
# PhoP inhibition – inhibitors of PhoP regulon expression, primary screen, Salmonella Typhimurium, GFP reporter (AID 1863). S. Typhimurium PhoP-regulated promoter GFP reporter, 4 h; higher % means a stronger effect. inhibition, % at 50 µM; hits with a dose series show IC50 in µM. 0.16% of 300,000 active;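 active = inhibition over 29.93%, a cutoff 3 SD above the screen mean, later confirmed by dose response; inconclusive = inhibition over 29.93% but no dose response follow-up; inactive = inhibition at most 29.93% or unconfirmed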;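 also: 0% = low Mg2+ inducing control and 100% = high Mg2+ repressing control; strong numbers were not always called active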
# MgcRacGAP inhibition – MgcRacGAP GTPase-activating activity inhibitors, confirmation, biochemical, ADP Hunter fluorescence; MgcRacGAP-stimulated Rac1 GTP hydrolysis, ADP Hunter fluorescence; higher % means a stronger effect; GST-tagged Rac1 F28L mutant substrate; inhibition, % at 30 µM; hits with a dose series show IC50 in µM; 0.6% of 340,000 active; AID 624330;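 active = first-screen hits whose inhibition reached a set limit at any dose in the follow-up dose series; inconclusive = inhibition above the set first-screen limit but never retested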;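 also: fluorescence reports GDP produced by GAP-driven GTP hydrolysis; strong numbers were not always called active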
# GPR55 antagonists – inhibition of LPI-stimulated GPR55 beta-arrestin translocation – imaging, U2OS, beta-arrestin-GFP, LPI agonist, primary screen (AID 2013). one-dose inhibition, % at 10 µM; IC50 in µM for titrated hits. 0.13% of 290,000 active. U2OS GPR55 beta-arrestin-GFP translocation imaging, LPI antagonism; higher % means a stronger effect;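 active = spots per cell inhibited over 60%, with over 100 cells counted and total cytoplasm intensity under 500,000; inconclusive = wells with under 100 cells, flagged as likely toxic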;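 also: U2OS cells stably carrying GPR55 and arrestin-GFP stimulated by 5 µM LPI near EC80; imaged beta-arrestin-GFP aggregate spots per cell after agonist stimulation; plate controls were LPI-stimulated DMSO wells for no effect and DMSO wells without LPI for full effect; some results filed as inactive read as strong as hits; confirmed hits need IC50 under 10 µM and bright autofluorescent wells are also inconclusive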
# NTR1 ag – NTR1-driven beta-arrestin-GFP spot formation – imaging, U2OS cells, high content, primary screen (AID 493036) | 0.17% of 330,000 active | P30989 | activation, % at 20 µM | agonist mode;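 active = activation at or above 40% of the spot to cytoplasm intensity ratio, with at least 20 cells analyzed; inconclusive = wells under 20 cells, flagged as cytotoxic or low count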;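 also: 0% = DMSO without peptide and 100% = 100 nM NTR1 peptide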
# Target sequence (P30989 whole entry, looked up): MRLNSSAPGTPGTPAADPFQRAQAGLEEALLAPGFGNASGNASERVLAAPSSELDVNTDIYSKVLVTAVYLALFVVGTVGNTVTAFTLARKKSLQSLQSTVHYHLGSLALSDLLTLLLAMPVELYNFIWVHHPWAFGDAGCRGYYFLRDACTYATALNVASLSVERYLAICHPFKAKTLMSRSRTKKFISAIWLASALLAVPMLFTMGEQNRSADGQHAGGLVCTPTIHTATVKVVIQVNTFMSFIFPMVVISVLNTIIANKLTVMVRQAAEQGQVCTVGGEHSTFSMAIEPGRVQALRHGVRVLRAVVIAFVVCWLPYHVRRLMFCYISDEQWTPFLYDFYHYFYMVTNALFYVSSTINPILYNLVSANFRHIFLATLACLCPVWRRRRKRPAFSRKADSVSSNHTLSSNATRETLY
# GPR35 antagonists – GPR35 antagonists blocking zaprinast-driven arrestin recruitment, primary screen, imaging, U2OS, beta-arrestin-GFP, zaprinast agonist (AID 2058); 0.052% of 290,000 active; U2OS GPR35 beta-arrestin-GFP translocation imaging, zaprinast antagonism; higher % means a stronger effect; inhibition, % at 10 µM, or IC50 in µM where a hit was titrated;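 active = inhibition of at least 50% with at least 30 cells and total cytoplasm GFP at most 10,000,000; inconclusive = under 30 cells or total GFP of 10,000,000 plus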
# HIV fusion peptide – inhibitors of HIV fusion peptide binding, primary screen, biochemical, uHTS, fluorescence dequenching (AID 1986); cell-free peptide binding, fluorescence dequenching, 30 min; higher % means a stronger effect; inhibition, % at 20 µM, or IC50 in µM where a hit was titrated; 0.3% of 290,000 active; in the data active = inhibition mostly above about 52%, no sharp cut-off; inactive = mostly below about 76%; also: some results filed as inactive read as strong as hits
# Siah-1 displacement – blockers of Siah-1 interaction with plectin peptide – biochemical, fluorescence polarization, rhodamine-plectin, uHTS, primary screen (AID 1817). 0.02% of 290,000 active. Siah-1 / rhodamine-plectin peptide fluorescence polarization; higher % means a stronger effect. displacement, % at 20 µM, or IC50 in µM where a hit was titrated;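 active = displacement of at least 50% at 20 µM, with a fluorescence ratio check between 0.3 and a set limit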;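 also: plate controls were Siah plus tracer with DMSO for no effect and tracer alone without Siah for full effect; strong numbers were not always called active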
# NTR1 ag cell count 20 µM – further read-out of NTR1 ag, marked with its call; cell count; measured here: cell count, cytotoxicity flag
# Myeloid diff MLP GFP+ MAC1+ % – further read-out of Myeloid diff MLP, marked with its call; GFP+ MAC1+ double positive, %; measured here: differentiation confirmed by MAC1 staining
# Starred values were filed as active, the others as inactive; i = inactive; ? = inconclusive; · = no result given.
Structure | Myeloid diff MLP | Myeloid diff MLP GFP+ MAC1+ % | LYP inhibition | PhoP inhibition | MgcRacGAP inhibition | GPR55 antagonists | NTR1 ag | NTR1 ag cell count 20 µM | GPR35 antagonists | HIV fusion peptide | Siah-1 displacement
O=C(CN1C(=O)C2CC=CCC2C1=O)OCCN1C(=O)c2ccccc2C1=O (centres undefined) | i | 0.6 | -3% | 6% | 1% | 8% | -2.6 | 86 | 29% | -1.4% | 7%
Cc1ncc([N+](=O)[O-])n1CCOC(=O)C12CC3CC(CC(C3)C1)C2 | i | 0.6 | -5% | -6% | -16% | -5% | 3.6 | 35 | 4% | -0.8% | 14%
CCN(C)c1ccc(/C=N\n2nnnc2N)cc1 | ? | · | -6% | 1% | 9% | -14% | 0.3 | 75 | -9% | 1.5% | -5%
O=C(COC(=O)c1ccc2c(c1)OCO2)Nc1nc(-c2ccccc2)cs1 | i | 0.4 | -6% | -2% | 4% | 6% | 0.1 | 100 | -11% | -1.3% | -7%
O=C(COC(=O)c1ccccc1Br)Nc1ccc(F)cc1 | i | 0.6 | -3% | 9% | 10% | 14% | 0.9 | 44 | 3% | 0.1% | -1%
COc1ccc(Nc2c3c(nc4ccc(C)cc24)CCC3)cc1 | i | 0.1 | -8% | -3% | 14% | 14% | 19 | 82 | 9% | 0.4% | -1%
COc1cccc(NC(=S)N2CCN(S(C)(=O)=O)CC2)c1 | i | 0.8 | -13% | 0% | 7% | -13% | -0.3 | 64 | -12% | -1.0% | 0%
CC1CCc2c(sc(NC(=O)CSc3ncnc4c3cnn4-c3ccccc3Cl)c2C#N)C1 (centres undefined) | i | 0.8 | 8% | -5% | 8% | 10% | 1.0 | 82 | 1% | 0.4% | 2%
CN(C)S(=O)(=O)c1cc(NC(=O)CSc2nn(-c3ccc(Cl)cc3)c(=S)s2)ccc1Cl | i | 0.5 | 5% | -2% | 5% | 14% | 23 | 71 | -10% | 4.4% | 6%
Cc1ccc(NC(=O)CSc2ncn[nH]2)cc1S(=O)(=O)N1CCOCC1 | i | 0.7 | -9% | -4% | 8% | -14% | -0.7 | 64 | 0% | -1.0% | -4%
O=C(c1ccc(-n2cccn2)cc1)N1CCc2ccccc2C1 | i | 0.6 | -7% | -1% | -6% | 11% | 0.7 | 65 | -3% | 0.8% | 11%
CNc1ccccc1C(C)(C)c1cc(-c2cc(C)cc(C)c2)no1 | i | 0.3 | 5% | -9% | 6% | 8% | 1.7 | 36 | 3% | 2.6% | 3%
O=C(O)/C=C/C(=O)N(Cc1ccccc1)Cc1ccco1 | i | 0.0 | -10% | -9% | 11% | -13% | -1.9 | 91 | 13% | -0.8% | -1%
COc1ccc(C(=O)Nc2ccc(C)cn2)cc1S(=O)(=O)N1CCCc2ccccc21 | i | 0.9 | · | 2% | 11% | · | -1.7 | 49 | · | · | ·
Cc1ccccc1C(=O)c1cccn1CC(=O)NCc1ccc2c(c1)OCO2 | i | 0.4 | -4% | -1% | 4% | 14% | -1.2 | 77 | 15% | -1.5% | -1%
COc1ccc(OC)c(CN2CCN(C(=O)c3cccs3)CC2)c1 | i | 3.4 | -10% | -1% | ? | -2% | 2.9 | 66 | 5% | -1.1% | 4%
CCc1ccc(NC(=O)CSc2ccc(-c3cccnc3)nn2)cc1 | i | 3.8 | -8% | -7% | 2% | 5% | 0.1 | 64 | -1% | -1.8% | 1%
COc1ccc(C(=O)Nc2ccc(Cl)cn2)cc1Cl | i | 3.5 | 1% | 1% | 10% | 15% | -0.7 | 56 | -3% | 1.6% | -1%
CCOC(=O)c1nn(-c2ccccc2F)c2nc(-c3ccco3)c(C#N)c(=O)n12 | i | 0.1 | -2% | -10% | 2% | -15% | 2.8 | 62 | 5% | -0.1% | 4%
CC(C)(C)OC(=O)N1CCC(Cc2cc(-c3ccc(Cl)cc3)no2)(C(=O)O)CC1 | i | 1.2 | -7% | 5% | 4% | -6% | -5.8 | 63 | -6% | 6.6% | 0%
Cc1ccsc1/C=N/n1c(C2CCCCC2)n[nH]c1=S | i | 0.4 | 5% | 3% | 10% | -2% | 2.9 | 42 | 3% | 2.7% | 0%
Cc1noc(C)c1COc1ccccc1C(=O)NNC(=O)c1ccccc1 | i | 0.7 | · | -1% | 12% | · | -0.4 | 55 | · | · | ·
Cc1ccc(Oc2ccc(NC(=O)Cn3ccsc3=N)cc2)cc1 | i | 0.6 | -6% | 13% | 14% | 32% | 0.4 | 37 | 7% | -0.8% | 2%
c1ccc(SCc2nc(-c3ccncc3)n[nH]2)nc1 | i | 0.3 | -2% | 3% | 0% | -6% | 0.4 | 50 | -10% | -1.9% | 2%
CCOc1ccc(-n2cc(C(=O)Nc3ccc(Cl)cn3)c3cc(OC)c(OC)cc3c2=O)cc1 | i | 0.5 | -3% | -14% | 7% | 12% | 9.8 | 72 | 19% | -0.9% | -2%
COCCNC(=O)CSCc1cc(C)cc(C)c1 | i | 0.8 | -9% | 3% | 8% | 7% | -0.2 | 95 | 9% | 0.7% | 3%
CN(C)CCCN(C(=O)CCc1ccccc1)c1nc2ccc(Cl)cc2s1 | i | 0.8 | -6% | 48µM* | 11% | 76%* | 7.0 | 34 | 2% | 0.2% | 0%
CC(=O)c1csc(COc2ccc(Cl)cc2)n1 | i | 0.7 | 2% | -2% | 7% | 3% | -0.8 | 38 | 12% | -1.1% | -1%
CCCOc1ccc(C(=O)ON=C2CCN(C)CC2)cc1 | i | 0.1 | -6% | 4% | 5% | 8% | -0.8 | 74 | -7% | 0.1% | 19%
Cc1cc(C(F)(F)F)nn1CC(=O)NNC(=S)Nc1ccc(F)cc1 | i | 9.2 | -2% | 6% | 7% | 6% | -1.1 | 75 | 7% | -0.3% | -6%
COC(=O)C1=C(C)NC(=S)NC1c1ccc(OCC(=O)N2CCCCC2)c(OC)c1 (centres undefined) | i | 0.8 | -4% | -6% | 8% | 14% | 2.4 | 60 | 2% | 1.1% | 4%
CCc1nnc(NC(=O)CCC(=O)N2CCN(Cc3ccc(C)cc3C)CC2)s1 | i | 1.5 | -14% | 8% | -11% | -4% | -1.4 | 64 | 7% | 1.7% | 0%

# Compound profiles, from the list above.
# Profile of `CN(C)CCCN(C(=O)CCc1ccccc1)c1nc2ccc(Cl)cc2s1` = Myeloid diff MLP = i; Myeloid diff MLP GFP+ MAC1+ % = 0.8; LYP inhibition = -6%; PhoP inhibition = 48µM*; MgcRacGAP inhibition = 11%; GPR55 antagonists = 76%*; NTR1 ag = 7.0; NTR1 ag cell count 20 µM = 34; GPR35 antagonists = 2%; HIV fusion peptide = 0.2%; Siah-1 displacement = 0%
# Profile of `CCOc1ccc(-n2cc(C(=O)Nc3ccc(Cl)cn3)c3cc(OC)c(OC)cc3c2=O)cc1` = Myeloid diff MLP = i; Myeloid diff MLP GFP+ MAC1+ % = 0.5; LYP inhibition = -3%; PhoP inhibition = -14%; MgcRacGAP inhibition = 7%; GPR55 antagonists = 12%; NTR1 ag = 9.8; NTR1 ag cell count 20 µM = 72; GPR35 antagonists = 19%; HIV fusion peptide = -0.9%; Siah-1 displacement = -2%
# Profile of `CCc1nnc(NC(=O)CCC(=O)N2CCN(Cc3ccc(C)cc3C)CC2)s1` = Myeloid diff MLP = i; Myeloid diff MLP GFP+ MAC1+ % = 1.5; LYP inhibition = -14%; PhoP inhibition = 8%; MgcRacGAP inhibition = -11%; GPR55 antagonists = -4%; NTR1 ag = -1.4; NTR1 ag cell count 20 µM = 64; GPR35 antagonists = 7%; HIV fusion peptide = 1.7%; Siah-1 displacement = 0%

# Next section
Structure | Myeloid diff MLP | Myeloid diff MLP GFP+ MAC1+ % | LYP inhibition | PhoP inhibition | MgcRacGAP inhibition | GPR55 antagonists | NTR1 ag | NTR1 ag cell count 20 µM | GPR35 antagonists | HIV fusion peptide | Siah-1 displacement
CCOCCOCN(C#N)c1nc(OC)nc(N(C)C)n1 | i | 0.8 | -3% | -14% | 8% | 3% | 1.7 | 82 | 3% | 1.9% | -4%
CN(Cc1ccccc1)C(=O)CCc1ccccc1 | i | 0.3 | -8% | -8% | 1% | -8% | 0.2 | 74 | 9% | 0.1% | 8%
O=[N+]([O-])c1c(Nc2ccc(O)cc2)cc(N2CCOCC2)c2nonc12 | i | 0.3 | -2% | 16% | 2% | 6% | 1.1 | 86 | -1% | -2.3% | -1%
Cc1c(Cl)cccc1NC(=S)NCC1COc2ccccc2O1 (centres undefined) | i | 0.2 | 8% | 1% | 7% | 9% | 0.8 | 32 | -8% | 0.8% | 0%
Cc1ccc(C)c(NC(=S)N(C)C)c1 | i | 0.5 | -2% | -11% | 7% | 12% | -1.4 | 42 | 0% | -1.0% | 6%
Cc1cccc(NC(=O)CSCC(=O)Nc2ccccc2N2CCCC2)c1 | i | 1.0 | -6% | -6% | 10% | 8% | 1.6 | 56 | -16% | -0.3% | -2%
CN1CCN(CCCCOc2ccc(Br)cc2)CC1 | i | 0.8 | -14% | 4% | 23% | -3% | -0.6 | 60 | 7% | 0.3% | -3%
Cn1c(SC2CCCCC2=O)nnc1-c1ccccc1F (centres undefined) | i | 0.2 | -6% | -8% | 8% | -4% | 1.2 | 43 | 25% | -2.0% | -1%
Cc1cc(Nc2c(C)n(C)n(-c3ccccc3)c2=O)n2c(nc3ccccc32)c1C#N | i | 9.2 | -2% | -2% | 0% | 2% | 2.1 | 57 | 10% | -3.2% | -3%

# Screens as filed in PubChem.
